MazEF act: activators of E. coli MazEF toxin-antitoxin RNase. P0AE70. FAM/BHQ RNA-DNA oligo cleavage fluorescence, 5 h. activation, % at 20 µM. hit rate 0.32% among 350,000; in the data active = activation above about 50%
Target sequence (P0AE70 whole entry, looked up): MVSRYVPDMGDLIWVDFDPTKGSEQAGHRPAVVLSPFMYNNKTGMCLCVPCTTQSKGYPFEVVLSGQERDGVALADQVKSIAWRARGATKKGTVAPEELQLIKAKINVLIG
Mtb BioA inh: BioA (M. tuberculosis) enzyme inhibition | inhibition, % at 9.99 µM | purified M. tuberculosis BioA enzyme, plate reader | hit rate 0.096% among 360,000 | AID 602481; in the data active = inhibition above about 40%; inconclusive = no clear call, values can overlap the other calls
Mtb FBA inh: inhibitors of M. tuberculosis fructose-bisphosphate aldolase. P9WQA3. purified M. tuberculosis FBA, fluorescence read-out. inhibition, % at 1 µM. hit rate 2.3% among 360,000; in the data active = inhibition above about 27%;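 also: 0% = vehicle and 100% = reference inhibitor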
UGM FP inh: inhibitors of M. tuberculosis UDP-galactopyranose mutase. P9WIQ1. hit rate 0.06% among 320,000. purified UGM, fluorescence polarization probe displacement. inhibition, % at 10 µM. AID 504406; in the data active = inhibition above about 10%, passing the limit was not always enough; inconclusive = no clear call, values can overlap the other calls
Target sequence (P9WIQ1 whole entry, looked up): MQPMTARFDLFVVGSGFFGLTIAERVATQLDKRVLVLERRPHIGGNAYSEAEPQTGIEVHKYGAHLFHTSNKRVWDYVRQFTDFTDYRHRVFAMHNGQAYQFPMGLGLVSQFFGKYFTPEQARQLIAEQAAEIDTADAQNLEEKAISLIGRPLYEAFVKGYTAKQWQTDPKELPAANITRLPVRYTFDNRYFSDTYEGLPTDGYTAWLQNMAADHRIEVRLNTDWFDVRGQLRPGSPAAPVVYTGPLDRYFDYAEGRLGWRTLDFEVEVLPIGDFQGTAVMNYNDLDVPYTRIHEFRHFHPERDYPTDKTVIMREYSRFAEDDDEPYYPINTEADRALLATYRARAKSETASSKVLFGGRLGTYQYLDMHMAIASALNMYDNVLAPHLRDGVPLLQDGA
VHR inh abs: blocks human VHR1 dual specificity phosphatase; recombinant VHR phosphatase, pNPP absorbance; inhibition, % at 13.3 µM; hit rate 0.52% among 290,000; AID 1654; in the data active = inhibition above about 50%; also: some compounds called inactive have numbers as strong as hits
FadD28 binding: M. tuberculosis FadD28 bisubstrate binding inhibition; inhibition, % at 12.5 µM; AID 588549; FadD28 bisubstrate probe binding, fluorescence polarization; hit rate 0.22% among 360,000; in the data active = inhibition above about 8.5%, passing the limit was not always enough; inconclusive = no clear call, values can overlap the other calls
Rv3671c inh: inhibits the M. tuberculosis serine protease Rv3671c; P9WHR9; inhibition, % at 5.96 µM; hit rate 0.048% among 320,000; in the data active = inhibition above about 38%;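 also: extracellular domain of Rv3671c used as enzyme; 0% = enzyme with DMSO and 100% = no enzyme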
Target sequence (P9WHR9 whole entry, looked up, the tested form may be a part): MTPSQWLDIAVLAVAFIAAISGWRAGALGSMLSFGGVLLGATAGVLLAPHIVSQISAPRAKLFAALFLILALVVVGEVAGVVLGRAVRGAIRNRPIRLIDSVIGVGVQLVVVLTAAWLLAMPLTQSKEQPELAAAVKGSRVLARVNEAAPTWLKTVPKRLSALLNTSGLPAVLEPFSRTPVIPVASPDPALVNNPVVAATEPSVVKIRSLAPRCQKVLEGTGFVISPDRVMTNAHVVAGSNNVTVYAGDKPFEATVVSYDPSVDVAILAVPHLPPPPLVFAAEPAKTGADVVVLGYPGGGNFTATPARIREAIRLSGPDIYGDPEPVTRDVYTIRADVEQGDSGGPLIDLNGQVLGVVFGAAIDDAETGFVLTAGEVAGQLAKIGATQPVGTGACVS
GDH-TPI inh: inhibits GDH-TPI coupling enzymes, artifact for Mtb FBA screen; inhibition, % at 4.8 µM; hit rate 1.2% among 360,000; GDH-TPI coupled enzyme counterscreen, NADH absorbance; AID 588335;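 also: 0% = DMSO wells and 100% = wells lacking the enzyme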
CCHFV vOTU inh: CCHFV vOTU protease inhibition. Pep-AMC fluorescence. inhibition, % at 11.5 µM. hit rate 0.55% among 370,000; also: 0% = vehicle wells with enzyme and 100% = no enzyme wells
BoNT-F LC inh: blocks Botulinum neurotoxin F light chain protease | Multiplex microsphere protease cleavage assay, flow cytometry | inhibition, % at 10 µM | hit rate 0.22% among 360,000; in the data active = inhibition above about 35%, passing the limit was not always enough; inconclusive = no clear call, values can overlap the other calls; also: plate controls were buffer without enzyme for full effect and enzyme alone for no effect
Numbers without * were called inactive; ? = inconclusive; · = no result given; + = active, no number. Rule as the data show it, unless noted: active = inhibition above about 30%; inactive = the rest.

Every second line gives: Mtb FBA inh	VHR inh abs	FadD28 binding	GDH-TPI inh	BoNT-F LC inh	MazEF act	UGM FP inh	Mtb BioA inh	CCHFV vOTU inh	Rv3671c inh
- CCn1c(=O)cc(OCC(=O)Nc2ccccc2C#N)c2ccccc21
  1	24	-1.5	7	-7	-4	-1.6	-2.6	4	0
- Cc1ccc(S(=O)(=O)N2CCCN(S(=O)(=O)c3ccc(C)cc3)CC2)cc1
  -2	7	-0.6	12	-2	-2	1.4	0.3	8	0
- S=C1NC(C23CC4CC(CC(C4)C2)C3)=CC(c2ccc3c(c2)OCO3)N1 (configuration not stated)
  1	6	-0.2	-1	-5	4	1.7	·	-7	-1
- Cc1cccc(NC(=O)CN(C)S(=O)(=O)c2ccc(-c3ccc(=O)[nH]n3)s2)c1C
  3	29	-2.8	0	0	-30	1.5	-0.6	-1	-33
- COCCN(C(=O)CCC(=O)Nc1cc(C)on1)C(C(=O)NC1CCCC1)c1ccc(C)cc1 (configuration not stated)
  4	25	-2.1	2	-5	-30	2.1	-3.5	-10	6
- COc1ncnc2c1ncn2CCCNCC(C)c1ccccc1 (configuration not stated)
  -4	·	-0.7	4	-7	0	·	-1.4	-6	·
- CCN(CC(=O)Nc1ccc(NC(C)=O)cc1)C(=O)/C=C/c1cn(-c2ccccc2)nc1-c1ccc(F)cc1
  0	·	-4.0	17	·	0	0.7	·	-5	-12
- COc1ccc(-c2ccc(C(=O)NC(C)C)c3occc23)c(C)c1
  70*	·	-8.8	5	-17	·	·	-1.5	13	·
- CSCCC1C(C#N)=C(N)Oc2n[nH]c(-c3cccs3)c21 (configuration not stated)
  3	5	-21	11	-4	3	3.4	-0.5	0	-15
- O=C(N[C@H]1C/C=C\C(c2cccc(F)c2)N(Cc2ccccc2)C(=O)C1)OCC1c2ccccc2-c2ccccc21 (some centres not stated)
  -2	·	-3.6	1	5	-11	·	-1.1	-5	·
- CC(C(=O)c1c[nH]c(C(N)=O)c1)c1ncc(C(F)(F)F)cc1Cl (configuration not stated)
  -1	7	-0.5	-4	9	9	4.1	·	-5	-1
- CCc1cc(=O)oc2c(CN3CCN(C)CC3)c(O)ccc12
  +	·	0.3	18	8	9	0.9	0.0	-352	1
- CC(=O)Nc1ccc(NC(=O)C(C)OC(=O)/C=C/c2ccc3c(c2)OCO3)cc1 (configuration not stated)
  14	·	-2.6	24	3	-1	-0.1	-1.5	0	8
- CCn1nc(C)c(CN2CCC(n3nccc3NC(=O)c3ccccc3OC)CC2)c1C
  1	10	0.8	4	4	3	0.2	1.2	8	3
- c1ccc(COc2ncnc3c2ncn3CCCNCC(c2ccccc2)c2ccccc2)cc1
  -1	·	-5.3	-3	-19	-12	·	0.1	11	·
- COC(c1ccccc1)c1nnc(CCC(=O)N2CCN(C3CCCC3)CC2)o1 (configuration not stated)
  3	35	0.9	15	22	-5	0.3	0.2	3	0
- c1ccc2c(c1)Cc1cc(CN3CCOCC3)ccc1-2
  2	10	-2.4	-1	7	-6	-3.7	·	-21	-3
- Cc1cccc(NC(=O)CN2CCN(C(=O)CN3C(=O)NC4(CCCCC4C)C3=O)CC2)c1C (configuration not stated)
  1	·	-1.6	0	2	7	·	-0.1	1	·
- Cc1ccccc1OCCCc1c(C)n[nH]c1C
  5	-27	-1.4	-1	-1	-6	2.3	·	9	5
- COc1ccc(CCN2CC(=O)NC(=O)C2)cc1OC
  -1	·	-3.6	6	1	3	·	-1.0	-11	·
- Cc1cccc(C(=O)Nc2ccccc2-c2nnn(CC(=O)Nc3ccc4c(c3)OCCO4)n2)c1
  -2	16	-0.5	5	2	-16	0.4	-6.0	-4	-7
- Cc1ccc(C)c(N(C)C(=O)CCS(=O)(=O)c2cccc3nonc23)c1
  -3	26	-0.3	16	5	-5	-0.7	0.5	3	-4
- C=CCn1c(=O)c2ccccc2n2c(SCc3nc(N)nc(Nc4ccccc4C)n3)nnc12
  2	10	-1.8	-2	-5	-9	-0.5	-0.1	1	4
- CNC(=O)CN(C1CCCCC1)S(=O)(=O)c1ccc(OC)c(Cl)c1
  0	-9	-3.6	2	-4	7	1.1	-1.0	6	3
- O=[N+]([O-])c1ccc(CSc2ncnc3c2ncn3[C@@H]2O[C@H](CO)[C@@H](O)[C@H]2O)cc1
  -3	·	-3.2	-2	-4	8	-0.8	4.1	4	-8
- C=C1CC(C(=O)N/N=C/c2ccccc2)C1
  -8	-8	-3.0	10	0	-3	-2.5	·	3	-4
- COc1cc(/C=N/NC(=O)C(=O)NCc2ccco2)ccc1O
  -2	0	-0.4	32*	-11	2	-4.5	-3.1	8	-1
- Cc1cc(C)c2c3c(sc2n1)C(=O)N(Cc1ccccc1)CC(=O)N3
  3	29	-2.3	-4	-5	-3	1.8	·	-5	-8
- COc1cc(-c2cc(O)c(-c3ccc4ccccc4n3)c(=O)[nH]2)cc(OC)c1OC
  2	·	-4.7	14	15	-12	·	·	3	·
- O=C(CCCCn1c(=O)c2ccccc2n(CC(=O)Nc2ccc(F)cc2)c1=O)NCc1ccco1
  8	1	?	2	-7	-1	-1.6	-2.5	3	-7

Next part.
Every second line gives: Mtb FBA inh	VHR inh abs	FadD28 binding	GDH-TPI inh	BoNT-F LC inh	MazEF act	UGM FP inh	Mtb BioA inh	CCHFV vOTU inh	Rv3671c inh
- CC12CCCC(=O)C1CCC(=Cc1ccco1)C2=O (configuration not stated)
  -3	·	-0.2	32*	-8	6	·	-1.5	-4	·
- COc1cc(C(=O)Nc2cc(C)ccn2)ccc1OCC(=O)N1CCOCC1
  -2	18	-5.1	-4	8	7	-0.7	-0.6	5	-7
- O=C(Nc1ccc2c(c1)OCO2)C1Cc2ccccc2CN1S(=O)(=O)c1cccs1 (configuration not stated)
  4	36	-3.3	7	·	-5	-1.7	-0.5	1	-8
- C[C@@]12C(=O)N(CC3CC3)CC(=O)N1[C@H](C1CC1)[C@@H]1C(=O)N(c3ccccc3)C(=O)[C@@H]12
  0	13	-4.1	-11	-15	1	0.6	-1.1	-5	7
- COc1ccc(Cl)cc1C(=O)OCC(=O)Nc1cccnc1Cl
  5	·	·	6	-5	0	-4.0	1.3	-5	-3
- O=C(Cc1ccccc1)Nc1ccc(NC(=O)C2CC2)nc1
  -4	29	0.1	3	-37	4	-0.9	-2.0	-9	3
- O=c1cc(C(F)(F)C(F)F)oc2ccccc12
  8	-4	0.2	5	-2	7	3.8	-1.1	27	4
- Cc1cc(C)c(/C=N/n2c(C)cc(C)c(C#N)c2=O)c(C)c1
  1	5	0.6	8	3	11	-0.9	·	12	6
- COc1ccccc1N1CCN(C(=O)C2CCN(C(=O)c3cccc(Cl)c3)CC2)CC1
  -3	17	-0.4	-9	5	6	2.5	-0.8	8	-15
- CN(CC(=O)Nc1ccccc1Br)CC(=O)Nc1ccccc1-c1ccccc1
  -1	·	-1.8	-9	·	-1	-1.1	1.1	-8	-2
- COc1ccc(NC(=O)c2cc(-c3ccc4c(c3)OCO4)on2)cc1OC
  5	39	-2.5	-1	10	-32	4.3	-0.4	9	-7
- Cc1nn(C)c(C)c1S(=O)(=O)N(CC(=O)NCCN1CCOCC1)c1ccc(C(C)C)cc1
  -1	30	-0.9	1	-7	0	1.0	-1.8	7	4
- CC(=O)C(C(C)=O)C(NC(=O)c1cccnc1)(C(F)(F)F)C(F)(F)F
  1	15	-1.9	7	-4	5	-1.4	0.4	4	2
- CN1CCN(C(=O)C2CCCN(S(=O)(=O)c3ccc(Br)cc3)C2)CC1 (configuration not stated)
  4	23	-0.8	1	5	7	-2.5	-1.3	10	1
- O=C(CN1CCCCC1)Nc1cc(S(=O)(=O)N2CCOCC2)ccc1N1CCCC1
  -4	·	-3.8	-7	-3	6	2.4	-0.6	11	10
- O=C(COC(=O)c1cccc(S(=O)(=O)N2CCCC2)c1)Nc1ccccc1C(F)(F)F
  0	·	-0.2	0	·	1	·	-0.6	-4	·
- Cc1ccc(CSCC(=O)N/N=C/c2cccc(OC3CSC3)c2)cc1
  1	26	-1.4	-1	-4	19	-5.4	1.7	7	2
- Cc1ccc(C(=O)COC(=O)c2cc(Cl)nc3ccccc23)cc1
  -1	19	-2.1	13	-1	-1	-1.8	·	-2	-13
- O=C1C=C(/C=C/c2ccccc2)C[C@@H](c2ccc3c(c2)OCO3)C1
  -1	·	-1.8	28	4	3	0.8	0.4	5	-1
- CCc1nc2ccc(C(=O)N3CCN(S(=O)(=O)CC)CC3)cn2c1N(CC)C(=O)NCCc1ccccc1
  3	·	0.2	6	-5	·	·	-1.4	0	·
- O=C(O)c1ccc(CNC(=O)c2ccc(S(=O)(=O)N3CCCCC3)cc2)cc1
  1	·	-1.4	-3	·	9	0.7	-0.6	-2	-5
- COc1cccc(N2CC(C(=O)Nc3nnc(SCC(=O)c4ccccc4)s3)CC2=O)c1 (configuration not stated)
  1	-17	0.8	9	0	2	·	·	-6	-18
- CC(c1nnc(SCC(=O)N2CC(=O)Nc3ccccc32)n1Cc1ccccc1)N(C)C (configuration not stated)
  6	-4	-3.7	-14	-1	1	-0.5	-1.2	11	-2
- Cc1cc(C(F)F)nn1CC(=O)NCc1ccccc1F
  -6	-16	-1.3	6	-7	6	-0.9	-1.5	-9	-5
- O=C(Cn1cnc2ccccc21)Nc1cc(C(F)(F)F)ccc1N1CCOCC1
  -2	6	-2.9	6	-10	3	1.1	0.9	-2	0
- O=Cc1c(NCCN2CCCC2)c2ccccc2[nH]c1=O
  2	5	0.3	0	-23	-6	-2.1	-2.0	-7	0
- CNC(=O)/C(C#N)=C\c1ccc(CNS(=O)(=O)c2ccc(Cl)cc2)o1
  -2	4	-1.1	12	9	11	-1.5	·	-1	0
- O=C1CC(c2ccccc2)CC(=O)C1=CN1CCCC1 (configuration not stated)
  -2	-4	-4.3	7	-4	4	0.8	3.7	0	9
- Cc1cc(-c2ccccc2)nc(N/N=C/c2cccnc2)n1
  1	10	-1.9	7	-2	4	1.8	0.5	7	1
- COc1ccc(CN2C(=O)C(=O)N(CC(N)=O)C2=O)cc1
  2	-7	-5.4	0	10	5	2.0	·	6	-3

Continued:
Every second line gives: Mtb FBA inh	VHR inh abs	FadD28 binding	GDH-TPI inh	BoNT-F LC inh	MazEF act	UGM FP inh	Mtb BioA inh	CCHFV vOTU inh	Rv3671c inh
- CCN(C(=O)CSc1nnc(-c2c[nH]c3ccccc23)o1)C1CCS(=O)(=O)C1 (configuration not stated)
  1	3	-0.7	9	-2	1	0.6	-2.4	-7	0
- O=C1C(C2=NC(c3ccccn3)C3C(=O)N(c4ccc(OC(F)(F)F)cc4)C(=O)C23)=C(O)c2ccccc21 (configuration not stated)
  6	27	-3.1	3	?	0	1.6	·	-10	4
- COc1cccc(CN(C(=O)c2ccccc2Br)C2CCS(=O)(=O)C2)c1 (configuration not stated)
  2	22	-0.4	4	-5	-1	-0.9	0.8	-5	-13
- O=C(C1CC1)N1N=C(C2CCCCC2)CC1(O)C(F)(F)F (configuration not stated)
  3	9	0.0	-3	-5	4	-0.4	·	15	-2
- COc1ccc(C(C)(NC(C)=O)c2nc(/C=C/c3ccccc3)cs2)cc1 (configuration not stated)
  2	·	-1.0	6	4	·	·	-0.6	-3	·
- CCn1c2ccccc2c2cc(NC(=O)c3ccco3)ccc21
  2	0	1.9	9	-27	0	-0.5	-0.1	-1	0
- CNC(=O)c1ccsc1NC(=O)c1ccc(S(=O)(=O)N2CCc3ccccc32)cc1
  -1	11	-15	0	4	2	-1.7	0.3	0	-68
- Cc1cc(NC(=O)CSc2nnc(-c3cccs3)n2N)no1
  1	1	-1.2	10	-6	3	-2.4	-0.3	-4	4
- Cc1ccccc1OCCC(=O)N1CCN(S(=O)(=O)c2ccc(F)cc2)CC1
  3	19	0.0	2	4	-1	3.8	2.1	-6	-4

Quoted from the listing.
Reading for `O=C(Cn1cnc2ccccc21)Nc1cc(C(F)(F)F)ccc1N1CCOCC1` in Mtb FBA inh: -2
Reading for `Cc1ccc(C)c(N(C)C(=O)CCS(=O)(=O)c2cccc3nonc23)c1` in CCHFV vOTU inh: 3
